# Compound activity from PubChem.
# PPARg SRC-1 ag: PPARgamma-driven SRC-1 recruitment agonism; P37231; PPARgamma-SRC-1 coactivator recruitment biochemical assay; activation, % at 8 µM; hit rate 0.41% among 200,000; AID 631; in the data active = activation above about 19%;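 also: 0% = DMSO and 100% = reference agonist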
# Target sequence (P37231 whole entry, looked up): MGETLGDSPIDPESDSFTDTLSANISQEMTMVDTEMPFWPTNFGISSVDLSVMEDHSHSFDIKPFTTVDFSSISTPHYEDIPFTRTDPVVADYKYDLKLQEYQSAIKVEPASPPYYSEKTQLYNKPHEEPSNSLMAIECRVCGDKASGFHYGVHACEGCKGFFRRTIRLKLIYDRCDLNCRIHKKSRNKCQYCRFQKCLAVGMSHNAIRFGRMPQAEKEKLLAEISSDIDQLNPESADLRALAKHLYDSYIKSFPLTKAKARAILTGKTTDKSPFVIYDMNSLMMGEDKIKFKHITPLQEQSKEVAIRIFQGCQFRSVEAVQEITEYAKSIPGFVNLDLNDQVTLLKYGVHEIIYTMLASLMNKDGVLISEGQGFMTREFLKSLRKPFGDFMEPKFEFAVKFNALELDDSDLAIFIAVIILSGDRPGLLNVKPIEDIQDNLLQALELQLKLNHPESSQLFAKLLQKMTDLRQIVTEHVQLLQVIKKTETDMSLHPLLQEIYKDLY
# STAT1 inh: STAT1 signaling inhibition. NIH 3T3 STAT1-luciferase reporter, IFN-gamma, luminescence. inhibition, % at 5.5 µM. hit rate 0.35% among 200,000. AID 920;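 active = inhibition above a set limit, the mean inhibition across all tested compounds plus 3 SD, cut at about 34% in these data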;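 also: 0% = IFN-gamma with DMSO and 100% = IFN-gamma with 300 µM nifuroxazide; values of inactives mirror those of a sister screen read the other way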
# bIAP inhibitor: blocks bovine intestinal alkaline phosphatase activity. purified bovine IAP, CDP-star luminescence, 30 min. inhibition, % at 20 µM. 190,000 tested, under 10 active. AID 1019;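 active = over 50% inhibition of intestinal alkaline phosphatase at 20 µM in the single-dose screen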
#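 System: Purified bovine intestinal alkaline phosphatase (IAP) enzyme | Input: IAP diluted 1/65,000,000 in the well | Also added: CDP-star chemiluminescent phosphatase substrate, 30 µM final | Dosing: 20 µM single dose | Times: Enzyme reaction for 30 min at room temperature | Detection: Luminescence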
# PPARg SRC2 recr: PPARgamma-driven SRC-2 recruitment agonism; PPARgamma LBD-SRC-2 recruitment, biochemical; AID 1032; hit rate 0.34% among 200,000; P37231; activation, % at 8 µM; in the data active = activation above about 22%;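 also: 0% = vehicle and 100% = reference agonist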
# TNAP act hi DEA: TNAP (human) activation, high acceptor | purified TNAP, CDP-star luminescence, 1 M DEA, 30 min; stronger effect = higher value; 0 = EDTA background, 1 = DMSO-only activity | activation factor at 20 µM | P05186 | 200,000 tested, under 10 active;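 active = activation factor at least 2 at 20 µM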
# Target sequence (P05186 whole entry, looked up): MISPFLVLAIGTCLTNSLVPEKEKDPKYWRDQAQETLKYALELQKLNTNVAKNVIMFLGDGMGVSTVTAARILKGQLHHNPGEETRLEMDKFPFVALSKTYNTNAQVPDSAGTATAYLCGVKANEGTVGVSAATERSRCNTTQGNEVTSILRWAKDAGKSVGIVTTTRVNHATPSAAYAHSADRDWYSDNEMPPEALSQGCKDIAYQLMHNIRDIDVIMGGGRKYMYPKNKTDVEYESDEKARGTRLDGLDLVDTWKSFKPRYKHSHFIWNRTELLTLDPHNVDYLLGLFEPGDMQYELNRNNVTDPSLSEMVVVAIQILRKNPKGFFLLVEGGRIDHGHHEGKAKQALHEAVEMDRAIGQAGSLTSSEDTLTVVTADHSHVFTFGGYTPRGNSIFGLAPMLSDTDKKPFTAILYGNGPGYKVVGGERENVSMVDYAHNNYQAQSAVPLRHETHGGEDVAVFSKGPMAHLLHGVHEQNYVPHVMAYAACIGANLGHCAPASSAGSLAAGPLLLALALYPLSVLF
#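 Test system – human TNAP · Doses – 20 µM single point · Incubation – 30 min, room temperature · Signal – luminescent substrate turnover signal · Read-out basis – activation factor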
# SRC2 TRFRET art: counter-screen for PPARgamma SRC-2 recruitment agonists: TR-FRET artefact. stronger effect = higher value. TR-FRET ratio at 8 µM. hit rate 0.4% among 200,000. AID 1049; in the data active = TR-FRET ratio above about 2000; also: inactives centre near 1500
# bIAP activator: increases bovine intestinal alkaline phosphatase activity | purified bovine IAP, CDP-star luminescence, 30 min; stronger effect = higher value; fold of DMSO-control signal, blank-subtracted | activation factor at 20 µM | hit rate 0.17% among 200,000 | AID 1016;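 active = activation factor of 2 or more at 20 µM, a signal rise over negative controls twice the positive control's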
# STAT3 blocker: STAT3 signaling inhibition; U3A cells, IL-6 STAT3-luciferase reporter, luminescence; host cell line lacks STAT1; inhibition, % at 5.5 µM; hit rate 0.89% among 190,000; AID 862;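 active = inhibition above the mean inhibition across all screened compounds plus 3 SD, cut at about 44% in these data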;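 also: 0% = DMSO only wells and 100% = 100 µM nifuroxazide control wells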
# PPARg SRC3 recr: agonists of human PPARgamma SRC-3 coactivator recruitment; P37231; hit rate 0.26% among 200,000; AID 731; activation, % at 8 µM; biochemical PPARgamma/SRC-3 coactivator recruitment assay; in the data active = activation above about 23%;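 also: 0% = DMSO and 100% = reference agonist; some compounds past the cut are filed as inactive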
# STAT3 activator: STAT3 signaling activation; hit rate 0.91% among 190,000; activation (% of control), % at 5.6 µM; U3A cells, IL-6 STAT3-luciferase reporter, luminescence; 100% = signal with IL-6 EC80 alone;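 active = activation above the screen-wide mean of compound activation plus 3 SD, cut at about 130% in these data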;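 also: 0% = background luminescence of wells with medium and substrate only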
#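 Material: STAT3-luciferase reporter U3A cells; Probe or stimulus: IL-6 (33 ng/mL); Incubation: compound pre-incubation 1 h before IL-6, then 6 h stimulation at 37 °C; Technique: luminescence from STAT3-driven luciferase reporter; Evaluation: % activation versus median of IL-6-stimulated wells; Controls: IL-6-only high control.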
# ROMK primary: human ROMK K+ channel modulation, primary screen. hit rate 2% among 130,000. B-score at 10 µM. P48048. Tet-inducible ROMK, thallium flux fluorescence; actives lie on both sides;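 active = signal ratio slope over the read window, or its plate-corrected B-score, at least 3 SD from the plate mean, either direction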;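 also: B-score of the F/F0 ratio slope over 7 to 12 s after thallium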
# * = called active by the depositor; / = no result given. Rows were taken by chance, and some 3.7% of all compounds hit somewhere here.
SMILES,PPARg SRC-1 ag,STAT1 inh,bIAP inhibitor,PPARg SRC2 recr,TNAP act hi DEA,SRC2 TRFRET art,bIAP activator,STAT3 blocker,PPARg SRC3 recr,STAT3 activator,ROMK primary
Cc1ccc(N2CC(C(=O)Nc3nnc(SCC(=O)Nc4cc(C)on4)s3)CC2=O)cc1 (stereo unspecified),3,-6,11,0,1,1409,0.9,-2,0,104,0.045
O=C(c1ccccc1NS(=O)(=O)c1cccc([N+](=O)[O-])c1)N1CCOCC1,0,-6,4,5,1,1675,1,5,0,105,/
COc1ccccc1/C=C/C=N/N1CCN(Cc2ccc(Cl)cc2)CC1,-4,-7,5,13,1.1,1701,1,8,3,99,-0.45
CCCCc1c(O)nc(SCC(=O)O)[nH]c1=O,7,1,2,-7,1.1,1427,1,0,2,102,-0.52
CC(=O)c1cn(CCCCCCCn2cc(C(C)=O)c(=O)[nH]c2=O)c(=O)[nH]c1=O,3,3,4,10,1,1697,1,-1,5,99,-0.044
CCOC(=O)CSc1nnc(Cc2ccccc2)n1CC1CCCO1 (stereo unspecified),4,-1,12,11,1,1917,0.9,6,16,97,0.095
Cc1cc(-c2ccco2)n(-c2ccccc2)n1,6,-12,-9,-2,1,1535,1.1,-2,-1,106,0.009
COc1cc2c(cc1OC)C(c1ccc(N(C)C)cc1)CC(=O)N2 (stereo unspecified),-7,13,13,4,1,1307,0.9,4,7,100,-0.71
Cc1nc(CCNC(=O)Cc2ccccc2)cs1,5,0,11,3,1,1611,0.9,7,-6,98,/
CCCCSc1nnc(-c2ccc(C)cc2)c2ccccc12,7,-3,4,12,1.1,1652,1,8,4,93,0.44
Cc1ccc(NC2=NCC(Cc3ccc(Br)cc3)S2)cc1 (stereo unspecified),10,6,4,4,1,1601,1,14,3,91,-1.6
Cn1nnnc1SCCNCc1ccccc1F,-1,2,-2,7,1,1625,1,12,5,93,/
CCOC(=O)N1CCC(Nc2ccc(N3C(=O)C4CCCCC4C3=O)cc2[N+](=O)[O-])CC1 (stereo unspecified),-2,12,18,-7,0.8,1462,0.8,9,-4,102,0.074
O=C(CCc1nnc(Cc2c[nH]c3ccccc23)o1)NC(C1CC1)C1CC1,6,2,2,7,1,1631,1,-18,-1,121,-0.3
COc1ccc(-c2cc(-c3nnc(COC(=O)CC4CC5CCC4C5)o3)c3ccccc3n2)cc1OC (stereo unspecified),0,13,4,6,1,1466,1,17,-4,87,-0.94
O=C(CN1CCN(CC(=O)c2ccc(F)cc2)CC1)Nc1ccccc1Cl,16,-9,-6,4,1,1473,1.1,-5,-1,107,-0.56
COc1ccc(-c2cc(C(=O)n3cnc4ccccc43)c3ccccc3n2)cc1,5,4,6,5,1.1,1494,0.9,21,13,81,0.52
Cc1cnc(C(=O)OCC(=O)Nc2cccc(S(=O)(=O)N3CCCCC3)c2)cn1,1,-9,26,1,1,1496,0.7,6,-2,97,-0.003
CCOC(=O)COc1cc(Br)c(/C=N/Nc2ccccc2)cc1OC,9,2,7,3,1,1648,0.9,11,9,95,/
COc1ccc(/C=C/C(=O)c2ccc(NC3=NCCCS3)cc2)cc1OC,6,26,-4,5,1,1724,1,21,10,86,-2.2
Cc1cc(NC(=O)CSc2nnc(-c3ccoc3C)o2)no1,8,3,7,2,1,1618,0.9,15,-4,92,-0.24
COc1ccc(NS(=O)(=O)c2cccc(NC(=O)NCCCl)c2)cc1,9,3,-21,0,1.1,1453,1.2,15,3,90,-1.2
CC1NC(=S)N(C2CCCCC2)C1=O (stereo unspecified),4,5,0,0,1,1703,1,4,3,104,-0.034
CCOC(=O)c1c(C)c(C(=O)N(C)C2CCCCC2)c(C)n1C,10,0,3,0,1,1660,1,-1,5,105,/
CCn1c(=N)n(CCOc2ccc(OC)cc2)c2ccccc21,-2,3,-5,0,1,1539,1,4,-6,105,/
CCOC(=O)c1ccccc1NC(=O)c1ccc(NS(C)(=O)=O)cc1,4,4,6,1,1.1,1469,0.9,0,0,103,-0.38
O=C(c1ccccc1F)N1CCN(c2ccccc2F)CC1,1,-1,1,5,1.1,1648,1,14,3,94,0.14
CC(=O)N1CCN(c2ccc(NC(=O)c3cccc(OCc4ccccc4)c3)cc2)CC1,6,-1,-2,10,1,1544,1,-8,-5,107,0.35
O=C(Nc1ccccc1)Nc1nncs1,2,1,3,-6,1,1497,1,9,9,96,/
C1CN(CC2CCN(c3nc4nonc4nc3N3CCSCC3)CC2)CCO1,1,-7,-21,11,1,1424,1.2,-1,-8,102,-0.055
N#Cc1c(SCc2ccc(Cl)cc2)sc(C(=O)c2ccccc2)c1N,-3,-7,/,3,1,1582,0.5,0,-3,103,/
O=C(c1ccc(-c2ccccc2)cc1)C1CCCN(C(=O)c2cncs2)C1 (stereo unspecified),5,4,-1,-7,1.1,1529,1,4,3,98,-2.4
COc1ccc(-c2cc(-c3cccs3)c(C#N)c(SCC(=O)NCc3ccco3)n2)cc1,8,-6,12,11,1.1,1694,0.9,-1,8,104,/
O=C(Nc1cccnc1)c1ccccc1-c1ccccc1,0,-4,-2,5,1,1520,1,9,-2,97,0.93
C/C(CC(=O)N1CCN(C=O)CC1)=N\NC(=O)c1cccc([N+](=O)[O-])c1,2,-9,-9,3,1,1539,1.1,10,1,94,0.56
Cc1noc(C)c1CSc1ncnc2sc(C)c(C)c12,3,-1,4,7,1,1726,1,5,2,98,/
CCOc1ccc(NC(=S)N=Nc2c(O)[nH]c3ccccc23)cc1,8,-5,22,-4,0.8,1620,0.8,15,5,91,1.2*
O=C(c1ccc(Cl)s1)N1CCN(c2ccccc2)CC1,-1,-5,7,-5,1,1556,0.9,9,2,92,/
Cc1occc(=O)c1OC(=O)Nc1ccccc1,2,-1,4,7,1,1424,1,6,-3,100,0.19
COc1ccc(C2=NOC(C(=O)N(C)Cc3ccccc3)C2)cc1 (stereo unspecified),7,-3,-6,4,1,1774,1.1,1,5,100,-0.2
O=C(C1CCN(S(=O)(=O)c2ccccc2F)CC1)N1CCc2ccccc2C1,4,-9,-6,5,1,1610,1.1,6,2,98,-0.94
CCC(C)C1C(C#N)=C(N)Oc2n[nH]c(C)c21 (stereo unspecified),-4,-7,13,11,1,1903,0.9,5,14,103,/
O=C(N/N=C/c1c[nH]c2ccccc12)c1ccn(Cc2ccc(Cl)cc2Cl)n1,-3,6,5,12,1.1,1622,0.9,-33,-6,135*,0.63
O=C(CSc1nc2ccccc2c(=O)n1-c1ccccc1)NCc1ccco1,3,2,12,-8,1.1,1466,0.9,9,-6,99,/
CCC1(CC)Cc2ccccc2C(CC(=O)N2CCOCC2)=N1,6,7,2,5,1,1666,1,6,6,95,-0.68

# Complete entries as entered above:
# O=C(CSc1nc2ccccc2c(=O)n1-c1ccccc1)NCc1ccco1 as listed: PPARg SRC-1 ag = 3; STAT1 inh = 2; bIAP inhibitor = 12; PPARg SRC2 recr = -8; TNAP act hi DEA = 1.1; SRC2 TRFRET art = 1466; bIAP activator = 0.9; STAT3 blocker = 9; PPARg SRC3 recr = -6; STAT3 activator = 99; ROMK primary = /
# O=C(c1ccc(Cl)s1)N1CCN(c2ccccc2)CC1 as listed: PPARg SRC-1 ag = -1; STAT1 inh = -5; bIAP inhibitor = 7; PPARg SRC2 recr = -5; TNAP act hi DEA = 1; SRC2 TRFRET art = 1556; bIAP activator = 0.9; STAT3 blocker = 9; PPARg SRC3 recr = 2; STAT3 activator = 92; ROMK primary = /

# Later entries
SMILES,PPARg SRC-1 ag,STAT1 inh,bIAP inhibitor,PPARg SRC2 recr,TNAP act hi DEA,SRC2 TRFRET art,bIAP activator,STAT3 blocker,PPARg SRC3 recr,STAT3 activator,ROMK primary
Cc1ccc([N+](=O)[O-])cc1NC(=O)c1ccccc1,-3,3,2,6,1.1,1405,1,12,-1,91,-1.4
Cc1ccc(C)c(OCC(=O)Nn2c(C)nc3ccccc3c2=O)c1,9,6,3,1,1,1722,1,7,1,97,/
CCN1CCN(C(c2ccc(F)cc2)c2nnnn2Cc2cccs2)CC1 (stereo unspecified),7,4,-18,4,1,1625,1.2,-2,3,106,/
CCOc1c2ccc(C(=O)NCCc3cccs3)cc2nn1CC,4,-49,-7,3,1,1483,1.1,3,5,104,-1.6
CN(Cc1cccc(Cl)c1Cl)c1ccc(S(=O)(=O)N2CCCCC2)cc1[N+](=O)[O-],-6,-8,-22,1,1,1414,1.2,-6,-4,109,-0.62
COc1cc2[nH]c(=O)n3nc(-c4ccccc4)nc3c2cc1OC,-5,1,35,-1,1,1515,0.6,31,-7,78,0.45
CCOC(=O)Cn1c(CN2CCN(c3cccc(Cl)c3)CC2)nc2c1c(=O)[nH]c(=O)n2C,1,8,11,1,1,1509,0.9,6,-2,99,/
CSc1cc(-c2ccccc2)[nH]c(=O)c1C#N,-6,-12,-4,7,1,1472,1,7,-1,98,1.5
O=C(COc1ncnc2ccccc12)NCCCN1CCCC1=O,-1,-8,4,-1,1,1500,1,7,3,99,0.31
COc1ccc(NC(=S)Nc2ccc3snnc3c2)cc1,5,-12,8,4,1.1,1546,0.9,11,-1,93,/
CCOC(=O)c1c(C)oc2ccc(O)c(CN3CCCCC3)c12,-4,-9,-3,-2,1.1,1404,1,6,5,98,/
O=C(Nc1ccc2c(c1)OCCO2)c1ccc(CN2CCOCC2)cc1,8,-21,1,9,1,1623,1,3,2,102,/
CC1(C)CC2(CCO1)N1CC3(C)CN2CC(C)(C1)C3=O (stereo unspecified),-7,-3,/,1,/,1500,/,-3,-2,106,/
C/C(=N\Nc1cccc([N+](=O)[O-])c1)c1ccccc1O,-1,-38,-6,13,1,1378,1.1,-3,2,109,0.036
COc1ccccc1C(=O)N/N=C/c1cnc2ccccc2n1,-2,2,-15,8,1,1606,1.1,1,0,107,0.96
CCN(CC)S(=O)(=O)c1cccc(C(=O)N/N=C/c2ccc(O)c(O)c2O)c1,5,5,0,1,0.8,1507,1,20,2,85,/
Cc1c(Br)cc(-c2nnco2)cc1Br,-7,2,18,6,1,1755,0.8,21,24,85,/
O=C1CCC/C1=C\c1ccccc1,-2,-5,-8,-3,1,1687,1.1,6,-4,102,-0.19
CCCC(=O)OCC(=O)Nc1ccccc1Sc1ccccc1,-5,9,12,-4,1,1517,0.9,-4,1,100,/
COc1ccc(S(=O)(=O)N2CCC(C(=O)N3CCOCC3)CC2)cc1OC,-1,-2,-3,4,1,1561,1,8,-7,96,/
CC(=O)OC(COc1cccc(C)c1)Cn1cnc2ccccc21 (stereo unspecified),4,-11,18,10,1,1564,0.8,12,5,92,-1.5
